ALOX15 inhib – qHTS Assay for Inhibitors of 15-hLO (15-human lipoxygenase). Potency, µM (doses to about 57.1 µM), without a hit: at the top dose activity change, negative = inhibition, actives largely listed as inhibitors. 74,000 tested, 1.4% active. Polyunsaturated fatty acid lipoxygenase ALOX15 (Homo sapiens), P16050. purified 15hLO-1, xylenol orange hydroperoxide absorbance; also: potency is read from the fitted curve at half-maximal effect; % is scaled to controls: 0 for no effect and ±100 for the full control effect; nearly all actives have a fitted effect of over 55% in size
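40 nM 15hLO-1 + cpd, 15 min RT; start w/ 50 uM AA (final), 6 min RT; stop/detect w/ 200 uM XO + 300 uM Fe(II) in 50 mM H2SO4, 30 min; A573/A405. Buffer 25 mM Hepes pH 7.5, 0.01% Triton X-100. No-enzyme wells as negative control.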
HEK293 cAMP cs – qHTS Assay for Agonists of the Thyroid Stimulating Hormone Receptor: Activators of Intracellular cAMP Concentrations in Parental HEK 293; parental HEK293 CNG cAMP sensor, membrane potential fluorescence; Potency, µM (doses to about 57.1 µM), for the others: at the top dose activation, most hits filed as activators; 73,000 tested, 2.5% active; also: potency is read from the fitted curve at half-maximal effect; % of control where 0% means no effect; nearly all actives have a fitted effect of over 55% in size
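Counterscreen for endogenous-receptor signalling: CNG-channel HEK 293 cells report cAMP rise by membrane depolarization. After 60 min dye equilibration with 100 uM RO 20-1724, compounds incubated 30 min before bottom-read fluorescence at 590 nm.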
USP2a inh – qHTS Assay for Inhibitors of Ubiquitin-specific Protease USP2a | Ubiquitin carboxyl-terminal hydrolase 2 (Homo sapiens), O75604 | USP2a enzymatic assay, qHTS inhibition | Potency, µM (doses to about 38.3 µM), for inactives: at the highest dose activity change, negative = inhibition, actives largely listed as inhibitors | 60,000 tested, 0.1% active;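 also: potency is read from the fitted curve at half-maximal effect; nearly all actives have a fitted effect of over 60% in size; plate controls were DMSO for no effect and NEM full inhibition control for full effect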
Target sequence (O75604 whole entry, looked up): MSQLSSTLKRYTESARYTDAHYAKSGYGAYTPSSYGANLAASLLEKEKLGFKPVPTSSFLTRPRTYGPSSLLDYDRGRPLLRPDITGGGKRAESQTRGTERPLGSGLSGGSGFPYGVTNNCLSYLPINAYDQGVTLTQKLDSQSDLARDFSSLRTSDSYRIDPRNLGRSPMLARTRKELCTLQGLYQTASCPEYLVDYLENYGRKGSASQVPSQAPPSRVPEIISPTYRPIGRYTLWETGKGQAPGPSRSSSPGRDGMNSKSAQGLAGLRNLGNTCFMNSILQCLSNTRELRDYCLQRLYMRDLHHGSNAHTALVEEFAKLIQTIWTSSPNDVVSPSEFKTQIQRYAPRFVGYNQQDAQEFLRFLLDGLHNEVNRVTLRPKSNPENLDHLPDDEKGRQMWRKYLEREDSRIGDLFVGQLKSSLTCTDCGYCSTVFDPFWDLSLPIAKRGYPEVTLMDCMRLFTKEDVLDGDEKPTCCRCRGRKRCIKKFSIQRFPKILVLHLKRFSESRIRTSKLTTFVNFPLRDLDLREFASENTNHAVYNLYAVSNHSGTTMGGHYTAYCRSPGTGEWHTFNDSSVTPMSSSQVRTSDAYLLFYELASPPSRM
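20 nM USP2 core + cpd, 30 min RT; add 20 nM Ub-PLA2/20 uM NBD C6-HPC; read Ex460/Em535 at 0 h and 2.5 h. Normalized to NEM; qHTS curve fit/classification.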
Rhodamine autofl – qHTS Assay for Spectroscopic Profiling in Rhodamine Spectral Region; Rhodamine-region fluorescence, 547/598 nm, Tris buffer; stronger effect = higher value; max dye-equivalent concentration, M; 59,000 tested, 0.05% active; in the data active = max dye-equivalent concentration above about 11 nM; inconclusive = between about 1.1 nM and that limit
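Intrinsic compound fluorescence, ex 547 / em 598 nm, CCD imager. Tris 100 mM pH 8.0; 15 min RT. Output = rhodamine dye-equivalent concentration at each compound concentration.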
Caspase-7 inhib – qHTS Assay for Allosteric/Competitive Inhibitors of Caspase-7; P55210; Potency, µM (titrated, usually from 57.5 µM), inactives show top-dose activity change, negative = inhibition, most hits filed as inhibitors; 75,000 tested, 0.02% active; recombinant caspase-7, Ac-DEVD-AFC fluorescence rate; AID 889, 2007; active = well fitted inhibition curve with a large enough effect in the main read-out, with a control signal flat, not every such curve was filed as active; inconclusive = small, poorly fitted or top-dose-only effect, or a change in a side signal; also: potency is read from the fitted curve at half-maximal effect; % of control where 0% means no effect
Target sequence (P55210 24-198 limits assumed): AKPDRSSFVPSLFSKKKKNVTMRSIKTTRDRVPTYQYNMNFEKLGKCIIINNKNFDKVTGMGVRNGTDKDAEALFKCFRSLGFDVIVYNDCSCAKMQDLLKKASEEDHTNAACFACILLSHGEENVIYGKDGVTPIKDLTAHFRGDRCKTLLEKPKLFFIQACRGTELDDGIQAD
Target sequence (P55210 207-303 limits assumed): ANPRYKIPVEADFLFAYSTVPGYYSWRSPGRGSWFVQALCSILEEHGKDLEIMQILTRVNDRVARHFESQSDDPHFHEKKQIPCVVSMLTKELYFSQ
BRCT inh green – qHTS Assay for Inhibitors of BRCT-Phosphoprotein Interaction (Green Fluorophore). Potency, µM (series often up to 76.9 µM), inactives show at the highest dose activity change, negative = inhibition, hits mostly inhibitors. 75,000 tested, 0.05% active. BRCA1 BRCT-phosphopeptide binding, green fluorescence polarization. Breast cancer type 1 susceptibility protein (Homo sapiens), P38398;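 also: potency is read from the fitted curve at half-maximal effect; plate controls were peptide without protein for full effect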
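Compounds were incubated for 12 min at room temperature with a complex of 100 nM fluorescein-tagged pBACH1 decapeptide and 250 nM His-tagged BRCT protein. Buffer was phosphate pH 7.3 with EDTA, DTT and Tween 20. Disruption of binding lowers the polarization signal.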
Casp1 inh – qHTS Assay for Allosteric/Competitive Inhibitors of Caspase-1; AID 900, 2007; 75,000 tested, 0.03% active; Potency, µM (top dose mostly 57.5 µM), for the others: at the top dose activity change, negative = inhibition, most hits filed as inhibitors; Caspase-1 enzyme, Ac-WEHD-AFC fluorogenic rate; P29466;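 also: potency is read from the fitted curve at half-maximal effect; plate controls were vehicle for no effect and no substrate for full effect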
Tau fil binding – qHTS Assay for Tau Filament Binding | Microtubule-associated protein tau (Homo sapiens), P10636 | recombinant tau filaments, thioflavin S fluorescence, 15 h; filaments grown with octadecylsulfate alongside compound | Potency, µM (titrated, usually from 57.1 µM), for the others: at the top dose activity change, negative = inhibition | 71,000 tested, 2% active | AID 596, 2007;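 also: potency is read from the fitted curve at half-maximal effect; % is scaled to controls: 0 for no effect and ±100 for the full control effect; actives lower thioflavin S fluorescence by blocking filaments or displacing dye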
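Thioflavine S fluorescence (ex 450, em 510 nm) reports filaments formed from 1 uM human tau plus 30 uM ODS over 15 h at 37 C (10 mM HEPES pH 7.4, 100 mM NaCl, 5 mM DTT); compounds displacing dye or blocking filaments lower signal.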
BRCT PPI red – qHTS Assay for Inhibitors of BRCT-Phosphoprotein Interaction (Red Fluorophore); BRCT-phosphopeptide binding, red fluorescence polarization; Potency, µM (titrated, usually from 76.9 µM), for inactives: at the highest dose activity change, negative = inhibition, actives largely listed as inhibitors; 75,000 tested, 0.03% active; also: % is scaled to controls: 0 for no effect and ±100 for the full control effect
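Fluorescence polarization: 100 nM His-tagged BRCA1 BRCT with 100 nM TAMRA-labelled phospho-BACH1 decapeptide, phosphate buffer pH 7.3 with 150 mM NaCl, DTT, 0.01% Tween 20; 12 min RT. Binding inhibition seen as FP decrease.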
HADH2 inhib – qHTS Assay for Inhibitors of HADH2 (Hydroxyacyl-Coenzyme A Dehydrogenase, Type II). 3-hydroxyacyl-CoA dehydrogenase type-2 (Homo sapiens), Q99714. recombinant HADH2, NADH fluorescence, beta-hydroxybutyryl-CoA. Potency, µM (highest dose often 57.1 µM), inactives show at the top dose activity change, negative = inhibition, usual class: inhibitors. 73,000 tested, 3.4% active; also: potency is read from the fitted curve at half-maximal effect; % is scaled to controls: 0 for no effect and ±100 for the full control effect; nearly all actives have a fitted effect of over 60% in size; many of its hits are not listed in these tables
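Buffer 100 mM Tris-HCl pH 9.0/0.01% Tween-20; HADH2 20 nM; NAD+ 1 mM; beta-hydroxybutyryl-CoA 90 uM (all final). 15 min cpd preincubation, RT.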
DNA Pol III inh – qHTS Assay for Inhibitors of DNA Polymerase III Holoenzyme System; reconstituted DNA polymerase III holoenzyme replication, biochemical; 71,000 tested, 0.25% active; Potency, µM (top dose mostly 57.1 µM), for the others: top-dose activity change, negative = inhibition; also: potency is read from the fitted curve at half-maximal effect; % is scaled to controls: 0 for no effect and ±100 for the full control effect
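Reconstituted *E. coli* holoenzyme (0.35 nM Pol III, 1 nM beta, 154 nM SSB, 2 nM primase) was preincubated with compound for 15 min at RT. Synthesis on 1.4 nM ssM13Gori ran 35 min, then was stopped with PicoGreen/EDTA and read as dsDNA fluorescence.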
Numbers without * were called inactive; i = inactive; u = inconclusive; x = not tested or not shown; [ ] = dose if it differs, or a comment. Unless noted, calls follow the shape of the dose curve; as a rule, active = well fitted curve in the direction sought with a large enough effect; inconclusive = small, poorly fitted or top-dose-only effect, or another doubt; inactive = no such curve, though single readings can be large; an effect the other way counts as inactive or inconclusive. Only part of the results is shown (hit frequency here may not be typical).

Structure,ALOX15 inhib,HEK293 cAMP cs,USP2a inh,Rhodamine autofl,Caspase-7 inhib,BRCT inh green,Casp1 inh,Tau fil binding,BRCT PPI red,HADH2 inhib,DNA Pol III inh
CN(C)[C@H]1C(=O)C(C(=O)NCN2CCCC2)=C(O)[C@]2(O)C(=O)C3=C(O)c4c(O)cccc4[C@@](C)(O)[C@H]3C[C@@H]12,-18.1%[25.6 µM],1.1%[25.6 µM],-2.1%[17.1 µM],i,-9.5%[25.7 µM],-3.1%[34.4 µM],-4.0%[25.7 µM],0.9%[25.6 µM],-9.0%[34.4 µM],u,-18.2%[25.6 µM]
Cc1ccc(CC23CN4CCN(CC(C4)C2O)C3)c(C)c1 (stereo not drawn),4.0%,0.3%,-15.4%,i,-1.6%,-2.5%,2.6%,-1.6%,-1.6%,11.3%,0.5%
Cc1cccc(NC(=O)Nc2cccc(C)n2)n1,-10.7%,-7.5%,-2.4%,i,-1.4%,-2.4%,-0.5%,-0.1%,0.2%,-8.2%,-5.7%
COc1ccc(C2Nc3ccccc3C(=O)N2Cc2ccco2)cc1COc1ccc(NC(C)=O)cc1 (stereo not drawn),15.8µM*,17.9%,-14.3%,i,-8.1%,6.0%,-9.9%,111.7%,-1.3%,u,8.9%
O=C(C1CN(S(=O)(=O)c2ccccc2)CCN1S(=O)(=O)c1ccccc1)N1CCCCCC1 (stereo not drawn),3.4%,3.4%,6.8%,x,-1.4%,-0.3%,-4.0%,5.7%,-0.5%,2.6%,-0.1%
COc1ccc(-c2nc3c(c4c2CC(C)OC4)CN(CCC(C)C)CC3)cc1 (stereo not drawn),-11.7%[11.4 µM],0.9%[11.4 µM],x,x,-5.3%[11.5 µM],0.2%[15.4 µM],-3.4%[11.5 µM],x,1.0%[15.4 µM],2.8%[11.4 µM],x
Cc1ccc(C)c(-n2c(CNc3ccc(F)cc3)nnc2SCC(N)=O)c1,-0.4%,2.4%,11.3%,i,-0.3%,-4.7%,-0.8%,-18.2%,1.3%,-1.0%,-4.5%
c1cc2c(cc1C1CCCCC1)c1c3n2CCN[C@H]3CCC1,2.4%[25.6 µM],3.4%,x,x,-6.0%,1.2%,-1.2%,i,-2.1%,9.7%,-2.3%
N#CCSc1nc2cc(C(=O)N3CCC(C(N)=O)CC3)ccc2c2nc3ccccc3n12,-2.7%,-2.6%,-3.6%,i,-0.4%,13.9%,3.1%,5.0%,0.4%,-4.4%,-13.9%
CCNC(=O)c1ccccc1NC(=O)c1cccc(S(=O)(=O)N2CCC(C)CC2)c1,-8.8%,21.9%,24.7%,i,-0.5%,-0.5%,-3.3%,6.4%,-2.9%,-6.1%,2.1%
Cc1csc2nc(CCNS(=O)(=O)c3cccs3)cn12,5.1%,28.0%,x,x,-2.3%,-1.8%,3.2%,-17.4%,0.2%,-4.6%,1.2%
COc1ccc(NC(=O)C2CCCN(S(=O)(=O)c3cnc[nH]3)C2)cc1 (stereo not drawn),3.3%,1.5%,x,x,-0.8%,0.1%,-2.1%,-3.4%,0.1%,0.4%,-7.3%
Cc1ccc2c(c1)N(CC(=O)NCC1COc3ccccc3O1)C(=O)CO2 (stereo not drawn),-4.9%,-48.9%[inhibitor],x,x,0.3%,1.0%,-2.5%,-16.7%,0.3%,4.5%,-6.3%
CN=CC1=C(O)CC(C)(C)CC1=O,12.0%,9.2%,0.1%,i,-3.1%,-2.0%,-0.8%,-8.0%,-2.6%,4.5%,-2.0%
CCCC1=C(C(=O)OCC)C(c2ccccc2OC)NC(=O)N1 (stereo not drawn),-2.0%,5.9%,3.7%,x,0.4%,-2.3%,-0.1%,30.5%,1.7%,16.5%,0.2%
COc1ccc(-c2ccc(-c3nnc(-c4ccncc4)o3)cc2)cc1,-6.1%,4.2%,34.1%[activator],i,-2.3%,-0.3%,-2.0%,12.5%,0.5%,-6.0%,-1.0%
CC(C)NS(=O)(=O)c1ccc(CCC(=O)O)cc1,6.6%,-0.4%,0.0%,i,0.5%,0.1%,-1.1%,4.2%,-0.3%,-16.3%,-6.0%
CN1CCN(c2ccccc2NC(=O)c2ccc(OCc3ccccc3)cc2)CC1,0.5%,-9.4%,20.2%,i,-3.1%,-2.1%,-3.2%,-15.9%,0.5%,-2.8%,2.9%
CCC(=O)Nc1cccc(NC(=O)CSc2nnc(C3CC3)n2C)c1,-0.7%,10.1%,-1.8%,i,-0.7%,-2.6%,0.1%,1.7%,-0.9%,-1.4%,-2.2%
Cc1cccc2cc(CN(CCN3CCCC3)C(=O)NC3CCCCC3)c(=O)[nH]c12,-12.5%,u,107.7%[activator],i,-1.2%,1.1%,-0.5%,7.6%,0.9%,9.0%,-1.6%
CCOC(=O)c1c(C)nc2cc(C)ccn12,-9.0%,u,6.9%,i,0.2%,-0.6%,2.7%,7.2%,-0.9%,-15.1%,-0.9%
COc1ccc2[nH]cc(CCNc3cc(-c4c(C)noc4C)ncn3)c2c1,u,-9.1%,118.5%[activator],i,-1.1%,-1.1%,-3.8%,-27.1%,2.5%,-24.2%,-3.9%
CN(C)CCCc1cc(C(=O)Nc2ccc(-c3ccncc3)cc2)ccc1O,u,8.7%,x,x,-1.1%,1.3%,-0.3%,u,-3.5%,-1.6%,-6.4%
O=C(CSc1nnnn1-c1cccc2c1CCCC2)N1CCOCC1,3.1%,10.1%,x,i,-0.4%,-3.4%,2.2%,-3.6%,-3.0%,16.1%,-5.2%
O=C(C(Cc1ccccc1)n1cccc1)N1CCCCCC1 (stereo not drawn),-2.9%,20.4%,x,x,-3.8%,-0.9%,2.6%,-18.7%,1.1%,-1.1%,-3.3%
CCCOc1nc(N)c(C#N)c(-c2ccccc2F)c1C#N,-24.8%,20.5%,-4.2%,i,-1.9%,2.2%,-5.9%,2.0%,-0.4%,u,-0.6%
COc1ccc(S(=O)(=O)N2CCN(Cc3ccc(Cl)cc3)CC2)cc1,-2.9%,11.9%,-8.5%,i,-2.1%,0.5%,-3.3%,-7.5%,-2.8%,0.1%,6.4%
CC(C)OC(=O)CC12CN3CC(CC(=O)OC(C)C)(CN(C1)C(=O)c1ccccc1C3=O)C2=O,-4.1%,u,11.9%,x,0.1%,1.8%,-3.2%,-1.5%,0.6%,-0.1%,-0.2%
Cc1cc(NC(=O)c2cccnc2)ccc1NC(=O)c1ccco1,-4.3%,-20.8%,-6.2%,i,-0.9%,-1.3%,-0.9%,-3.0%,1.8%,1.3%,-4.5%
CN1CCN(/C(=N\S(=O)(=O)c2ccc(F)cc2)c2ccccc2)CC1,4.6%,6.7%,9.0%,i,-2.1%,-7.7%,-1.4%,0.7%,0.7%,7.2%,0.4%
O=C(C1CCC(CNc2nc(=S)[nH]c3ccccc23)CC1)N1CCN(c2ccccn2)CC1 (stereo not drawn),-4.1%,21.1%,35.7%[activator],i,-1.1%,-3.5%,-3.0%,-0.6%,0.3%,-4.4%,-4.6%
COc1ccccc1CN1C(=O)C2CC=CCC2C1=O (stereo not drawn),8.9%,11.3%,4.0%,i,-5.1%,0.5%,-6.1%,-7.4%,2.5%,4.2%,-3.6%
COc1cccc(-c2nn3c(-c4cc(C)[nH]n4)nnc3s2)c1,-7.3%,22.4%,15.4%,i,0.2%,-0.9%,0.8%,37.3%,-3.0%,7.3%,-5.8%
